Screening results deposited in PubChem BioAssay by several laboratories.
Hep lipid drop = hepatic lipid droplet formation modulation. inhibition, % at 6.5 µM. 240,000 tested, 0.4% active. AML12 mouse hepatocytes, oleate lipid droplets, BODIPY imaging;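 active = lipid droplet intensity inhibited by at least 50%, with more than 500 cells counted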
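Test system: AML12 hepatocytes (mouse); reagent: oleate loading, 100 µM; dosing: one dose, 6.5 µM compound; incubation: overnight exposure; signal: fluorescence imaging, 20x objective, two fields per well; read-out basis: % inhibition of corrected integrated BODIPY droplet signal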
M1AAP inhibition = P. falciparum M1AAP inhibitors, biochemical, fluorogenic H-Leu-NHMec substrate, 1536-well (AID 1445). 220,000 tested, 0.42% active. inhibition, % at 30 µM; hits with a dose series show IC50 in µM. recombinant M1AAP, H-Leu-NHMec fluorogenic kinetic assay; higher % means a stronger effect;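 active = primary inhibition above the hit cutoff, then over 50% inhibition at one or more dose response concentrations, cut at about 23% in these data, passing the limit was not always enough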;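 also: plate controls were DMSO full reaction for no effect and no enzyme background for full effect; strong numbers were not always called active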
MT stabilizer = microtubule stabilizers in HeLa cells; 200,000 tested, 0.83% active; HeLa tubulin immunostaining HCS, 24 h; share of cells brighter than vehicle mean+2SD; % tubulin-high responders, % at 10 µM;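 active = plate Z-score above 3 for both tubulin-high and condensed-nucleus cell shares, with cell loss under 80%, at 10 µM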;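 also: anti alpha tubulin signal scored within the nucleus-defined area of each cell; some results filed as inactive read as strong as hits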
Autophagy HCS = modulators of autophagy; MEF GFP-LC3 puncta imaging; test concentration mostly 10 µM; calls only at 10 µM (by protocol); 190,000 tested, 0.98% active; AID 463193;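 active = percentage of spot-positive cells more than 3 SD above its plate mean, without a fluorescence outlier flag or 80% toxicity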;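 also: spot-positive cell cutoff set from DMSO-treated cells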
ER stress rescue = rescue of cells from ER stress-induced death, primary screen, 384-well, CSM14.1, thapsigargin, ATP luminescence (AID 1222); cellular ATP content (survival), % at 20 µM; hits with a dose series show EC50 in µM; 190,000 tested, under 10 active; CSM14.1 thapsigargin-induced death rescue, ATP luminescence; higher % means a stronger effect;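 active = EC50 below 50 µM in the dose-response confirmation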;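 also: death triggered by thapsigargin at about 15 µM added after 2 h compound pretreatment; cell ATP read after overnight thapsigargin exposure of roughly 18 to 22 hours; normalized against plate controls of thapsigargin alone and 5% DMSO vehicle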
M17LAP inhibition = P. falciparum M17LAP inhibitors, primary screen, biochemical, fluorogenic H-Leu-NHMec substrate, 1536-well (AID 1619); recombinant M17LAP, H-Leu-NHMec fluorogenic kinetic assay; higher % means a stronger effect; inhibition, % at 30 µM; hits with a dose series show IC50 in µM; 220,000 tested, 0.38% active;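 active = compound inhibiting the enzyme by more than half at any dose during confirmatory dose-response retesting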;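 also: plate controls were full reaction with DMSO carrier for no effect and no enzyme background for full effect; strong numbers were not always called active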
Dynein cargo inh = blocks dynein driven cargo transport along microtubules; 3617.4 mouse cells, GR-EGFP nuclear translocation imaging; test concentration mostly 20 µM; stimulated with dexamethasone, 1 µM; stronger effect = lower value; z-score, hits read low; 220,000 tested, 0.47% active; AID 1381;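 active = plate z-score of nuclear minus cytoplasmic receptor signal below a set negative limit, without overly bright fluorescence or cell loss, cut at about -3.5 in these data, passing the limit was not always enough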;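 also: z-score of nuclear minus cytoplasmic ring GR-EGFP intensity difference per well; some compounds called inactive have numbers as strong as hits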
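Medium: Induction medium lacking tetracycline, stripped serum | Probe or stimulus: 1.0 µM final dexamethasone stimulus | Schedule: 48 h induction, then 1 h compound, then 30 min agonist, 37 °C | Signal: Automated 10x imaging of fixed Hoechst-stained cells | Evaluation: Per-cell GR-EGFP intensity, nucleus versus surrounding cytoplasmic ring, well-averaged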
Ins promoter up = MIN6 insulin promoter up-regulation | MIN6 insulin promoter-GFP reporter, high-content imaging; stronger effect = higher value | 190,000 tested, 0.3% active | z-score at 5 µM;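 active = z-score above 3 at 5 µM with at least 500 cells counted in the well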
Yfh1-depleted yeast = mitochondrial function rescue without frataxin homolog – Friedreich's ataxia, plus single-dose screen, dose response (AID 1465) | S. cerevisiae Yfh1-off respiration, WST-1 reduction, 72 h; higher fold induction means a stronger effect | 220,000 tested, 0.074% active | fold induction at 50 µM, or EC50 in µM where a hit was titrated;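 active = fold induction of absorbance versus untreated yeast above a set limit, then at least 30% activation at any dose in follow-up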;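 also: activators that raise dye reduction in frataxin-depleted yeast; strong numbers were not always called active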
Dynein cargo inh cytoplasmic EGFP = second read-out of Dynein cargo inh, no call of its own (marks repeat the call); z-score; measured here: cytoplasmic GR-EGFP intensity; stronger effect = higher value
Dynein cargo inh nuclear GR-EGFP = further read-out of Dynein cargo inh, marked with its call; z-score; measured here: nuclear GR-EGFP intensity;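 lower value marks the stronger effect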
Dynein cargo inh cell count = also measured in Dynein cargo inh; calls as there; z-score; measured here: cell count per field
Ins promoter up cell count = further read-out of Ins promoter up, marked with its call; cell count; measured here: cytotoxicity, nuclei count;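 total cells summed across four imaged fields per well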
Hep lipid drop cells 6.5 µM = further read-out of Hep lipid drop, marked with its call; cell count; measured here: cell count, cytotoxicity flag;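 cells counted across two imaged fields per well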
MT stabilizer Hoechst-high % = also measured in MT stabilizer; calls as there; % Hoechst-high responders; measured here: nuclear condensation Hoechst responders;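 share of cells brighter than vehicle mean plus two SD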
MT stabilizer cytotoxicity % = further read-out of MT stabilizer, marked with its call; toxicity, %; measured here: cytotoxicity by cell density;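 0% = mean cell density of plate MIN control wells and 100% = no cells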
Autophagy HCS cell loss 18 h = recorded beside Autophagy HCS, whose call it bears; toxicity, %; measured here: cell loss, nuclei count;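 cell loss after 18 h compound exposure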
* = called active by the depositor; i = inactive; nt = not tested or not shown.

The opening four records, to show the layout:
SMILES	Hep lipid drop	Hep lipid drop cells 6.5 µM	M1AAP inhibition	MT stabilizer	MT stabilizer Hoechst-high %	MT stabilizer cytotoxicity %	Autophagy HCS	Autophagy HCS cell loss 18 h	ER stress rescue	M17LAP inhibition	Dynein cargo inh	Dynein cargo inh cytoplasmic EGFP	Dynein cargo inh nuclear GR-EGFP	Dynein cargo inh cell count	Ins promoter up	Ins promoter up cell count	Yfh1-depleted yeast
CC(C)CN(C(=O)CN1CCN(S(=O)(=O)c2ccccc2)CC1)c1c(N)n(CC(C)C)c(=O)[nH]c1=O	37	633	6%	2.0	2.2	11	i	7	-0.5%	6%	-0.92	-0.13	-0.85	1.4	-0.14	1337	i
O=c1c2c(nc3cc(-c4ccc(F)cc4)[nH]n13)CCC2	nt	nt	-6%	3.6	2.4	7.5	i	2	-6.7%	-16%	0.57	-0.13	0.36	-1.4	1	1244	i
Cc1ccc(C(=O)CSc2ncnc3ccccc23)o1	3	655	3%	1.9	1.7	7.8	i	13	-0.3%	9%	0.089	-0.21	0.25	0.048	0.2	1510	i
Nc1cc(N)nc(SCc2cccnc2)n1	1	785	-6%	1.5	1.4	7.0	i	3	-3.9%	3%	-0.66	0.11	-0.36	0.75	0.32	930	i

This part in full, previewed entries included:
SMILES	Hep lipid drop	Hep lipid drop cells 6.5 µM	M1AAP inhibition	MT stabilizer	MT stabilizer Hoechst-high %	MT stabilizer cytotoxicity %	Autophagy HCS	Autophagy HCS cell loss 18 h	ER stress rescue	M17LAP inhibition	Dynein cargo inh	Dynein cargo inh cytoplasmic EGFP	Dynein cargo inh nuclear GR-EGFP	Dynein cargo inh cell count	Ins promoter up	Ins promoter up cell count	Yfh1-depleted yeast
CC(C)CN(C(=O)CN1CCN(S(=O)(=O)c2ccccc2)CC1)c1c(N)n(CC(C)C)c(=O)[nH]c1=O	37	633	6%	2.0	2.2	11	i	7	-0.5%	6%	-0.92	-0.13	-0.85	1.4	-0.14	1337	i
O=c1c2c(nc3cc(-c4ccc(F)cc4)[nH]n13)CCC2	nt	nt	-6%	3.6	2.4	7.5	i	2	-6.7%	-16%	0.57	-0.13	0.36	-1.4	1	1244	i
Cc1ccc(C(=O)CSc2ncnc3ccccc23)o1	3	655	3%	1.9	1.7	7.8	i	13	-0.3%	9%	0.089	-0.21	0.25	0.048	0.2	1510	i
Nc1cc(N)nc(SCc2cccnc2)n1	1	785	-6%	1.5	1.4	7.0	i	3	-3.9%	3%	-0.66	0.11	-0.36	0.75	0.32	930	i
Cc1cccc2nc(-c3ccccc3)nc(N3CCC(O)(c4ccc(Cl)cc4)CC3)c12	-10	623	0%	2.5	2.1	3.7	i	22	-4.2%	4%	2.9	-0.22	1.3	-1.7	nt	nt	i
O=C(CN1CCCCC1)NC(=O)NCc1ccccc1	-15	641	4%	5.0	2.0	3.2	i	0	-1.1%	-1%	-0.85	-0.3	-0.74	0.57	0.45	1316	i
O=C(Nc1nnc(-c2ccncc2)s1)Nc1ccccc1F	0	690	9%	6.3	2.1	4.3	i	11	0.6%	10%	-0.44	-0.37	-0.22	1.1	-0.41	1359	i
CCOC(=O)c1c(NC(=O)c2ccc(Cl)cc2)csc1C	5	663	-1%	5.9	2.9	5.6	i	21	-0.5%	-2%	-0.42	-0.19	0.12	1.1	-0.33	1398	i
Cc1csc2ncc(C(=O)NCCc3ccccc3)c(=O)n12	4	600	11%	2.2	4.2	9.3	i	3	-1.7%	-10%	-0.18	0.37	0.22	-0.17	nt	nt	i
COc1ccccc1/C(O)=C(\C#N)c1nc2ccccc2[nH]1	6	687	4%	4.0	1.7	8.9	i	6	-0.6%	7%	0.59	-0.28	0.14	0.038	0.96	1324	i
O=C(CSc1nnnn1-c1cccc2ccccc12)N1CCOCC1	-14	739	-1%	3.2	1.8	4.4	i	-3	-1.5%	0%	-0.66	-0.25	-0.09	0.71	-0.62	1287	i
COCC1CCN(Cc2cn[nH]c2-c2cc(OC)c(OC)c(OC)c2)CC1	2	713	1%	4.9	1.4	4.5	i	3	0.6%	5%	-0.18	-0.28	0.092	0.68	0.62	1637	i
CC(C)(C)c1ccc(NNC(=O)C2CCC2)cc1	2	645	0%	nt	nt	nt	nt	nt	nt	-2%	-0.57	-0.29	-0.51	1.1	-0.55	1383	i
O=C(C1CCCN(Cc2ccccc2Br)C1)N1CCCCC1 (centres undefined)	nt	nt	-1%	4.7	0.6	6.0	i	18	-1.2%	23%	2.1	-0.33	1.5	-0.69	-0.44	1196	i
C=CCNC(=O)Nc1ccc(Br)cc1Cl	0	668	6%	3.7	3.4	7.6	i	-1	-1.3%	2%	-0.74	-0.25	0.24	0.58	-0.72	1626	i
CC(C)CN(CC(C)C)C(=O)Nc1ccccc1F	7	652	-2%	1.8	3.9	7.8	i	-2	0.0%	-6%	0.98	-0.3	0.3	-0.34	0.4	1637	i
COc1ccc(Cl)cc1C(=O)Nc1ccc(S(N)(=O)=O)cc1	-6	725	1%	nt	nt	nt	nt	nt	nt	-1%	-0.032	-0.18	0.033	0.83	0.19	1345	i
CCCN1CCN(C(=O)CN2C(=O)CC(C)(C)S(=O)(=O)c3ccccc32)CC1	nt	nt	5%	4.3	3.0	6.0	i	-15	0.0%	-7%	-0.85	-0.34	-0.27	0.36	0.61	890	i
Cc1ccc(CSc2nc3nc(C)cc(C)c3c(=O)[nH]2)cc1	9	708	0%	1.6	2.0	2.5	i	-1	-0.8%	4%	-0.07	-0.34	-0.028	0.59	0.54	1294	i
COc1ccc(Cc2nc3c4c(ncn3n2)Oc2c(ccc3ccccc23)C4c2ccc(OC)c(OC)c2)cc1 (centres undefined)	-11	574	-1%	0.9	2.1	5.0	i	2	6.9%	4%	0.13	-0.19	0.22	-0.56	-0.77	1359	i
O=C(COc1ccccc1Cl)N1CCCC1	7	776	-1%	14	0.6	97	i	-3	2.9%	4%	0.054	-0.26	0.48	-0.08	-0.76	1256	i
COc1ccc2c(=O)c(-c3ccc(OC)c(OC)c3)coc2c1	-1	736	0%	3.5	1.6	14	i	-12	-0.1%	-3%	-0.35	-0.27	-0.071	1.2	0.34	1361	i
O=C(CSc1nnc(-c2cccnc2)n1CCc1ccccc1)NCc1ccccc1	-14	707	3%	3.1	1.9	3.0	i	-7	-2.0%	3%	0.86	-0.062	0.36	-0.48	0.03	1227	i
CN(C)c1ccc(C(=O)c2ccccc2C(=O)O)cc1[N+](=O)[O-]	4	699	3%	2.8	2.3	3.8	i	6	-0.2%	-11%	0.53	-0.27	-0.093	-0.62	0.31	1654	i
Cc1cc(C)c(NC(=O)c2cnn(C)c2)c(C)c1	0	719	-2%	4.2	1.5	12	i	-14	-2.1%	6%	2.4	-0.098	1.3	-1.7	0.6	1315	i
Cc1ccc(S(=O)(=O)Nc2ccccc2CNc2ccccn2)cc1	-24	682	-4%	1.5	2.1	4.9	i	-4	0.9%	3%	0.16	-0.22	0.22	-0.01	0.02	1425	i
C=CCn1c(C)cc(C(=O)COc2ccc(S(=O)(=O)N3CCCC3)cc2[N+](=O)[O-])c1C	-8	623	3%	3.0	2.9	1.9	i	9	-0.9%	-15%	0.4	-0.21	0.44	-0.055	-0.33	1329	i
CCCC(NC(=O)c1ccccc1)c1nc2ccccc2n1Cc1ccc(C(=O)OC)o1 (centres undefined)	-2	708	9%	2.9	1.8	9.2	i	1	-0.6%	2%	-0.22	-0.14	0.19	0.092	0.21	1704	i

Record cards, as listed above. Values in the order: Hep lipid drop	Hep lipid drop cells 6.5 µM	M1AAP inhibition	MT stabilizer	MT stabilizer Hoechst-high %	MT stabilizer cytotoxicity %	Autophagy HCS	Autophagy HCS cell loss 18 h	ER stress rescue	M17LAP inhibition	Dynein cargo inh	Dynein cargo inh cytoplasmic EGFP	Dynein cargo inh nuclear GR-EGFP	Dynein cargo inh cell count	Ins promoter up	Ins promoter up cell count	Yfh1-depleted yeast
Shown for COc1ccc2c(=O)c(-c3ccc(OC)c(OC)c3)coc2c1 = -1	736	0%	3.5	1.6	14	i	-12	-0.1%	-3%	-0.35	-0.27	-0.071	1.2	0.34	1361	i
Shown for CCCC(NC(=O)c1ccccc1)c1nc2ccccc2n1Cc1ccc(C(=O)OC)o1 (centres undefined) = -2	708	9%	2.9	1.8	9.2	i	1	-0.6%	2%	-0.22	-0.14	0.19	0.092	0.21	1704	i
